Compound activity: PubChem, National Center for Advancing Translational Sciences (NCATS)
HEK293 viab – GF-AFC viability counterscreen for inhibitors of alpha-synuclein gene (SNCA) expression | AID 1671193, 2021 | HEK-293-SNCA-luc viability, GF-AFC fluorescence, 24 h | 0.12% of 150,000 active | Potency, µM (titrated, usually from 57.1 µM), for the others: at the top dose activity change, negative = cytotoxicity, hits mostly cytotoxic;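 note: potency is the fitted concentration of half-maximal effect; 0% = DMSO-treated cells and -100% = medium-only wells without cells; nearly all actives have a fitted effect of over 30% in size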
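HEK-293-SNCA-luc cells (1500/well) plated 24 h, then exposed 24 h to a dilution series; GF-AFC added 30 min at 37C, fluorescence 405/540 nm; normalised to medium-only and DMSO wells, Hill fit.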
GPT2 inhibitor – Primary qHTS assay for inhibitors of Glutamate pyruvate transaminase 2 (GPT2) | AID 1671188, 2021 | Potency, µM (doses to about 57.7 µM), inactives show at the highest dose activity change, negative = inhibition, actives largely listed as inhibitors | Alanine aminotransferase 2 (Homo sapiens), Q8TD30 | 0.25% of 100,000 active | Recombinant GPT2, coupled pyruvate oxidase/HRP Amplex Red fluorescence; note: potency is the fitted concentration of half-maximal effect; nearly all actives have a fitted effect of over 60% in size; many of its hits are not listed in these tables
Target sequence (Q8TD30 whole entry, looked up): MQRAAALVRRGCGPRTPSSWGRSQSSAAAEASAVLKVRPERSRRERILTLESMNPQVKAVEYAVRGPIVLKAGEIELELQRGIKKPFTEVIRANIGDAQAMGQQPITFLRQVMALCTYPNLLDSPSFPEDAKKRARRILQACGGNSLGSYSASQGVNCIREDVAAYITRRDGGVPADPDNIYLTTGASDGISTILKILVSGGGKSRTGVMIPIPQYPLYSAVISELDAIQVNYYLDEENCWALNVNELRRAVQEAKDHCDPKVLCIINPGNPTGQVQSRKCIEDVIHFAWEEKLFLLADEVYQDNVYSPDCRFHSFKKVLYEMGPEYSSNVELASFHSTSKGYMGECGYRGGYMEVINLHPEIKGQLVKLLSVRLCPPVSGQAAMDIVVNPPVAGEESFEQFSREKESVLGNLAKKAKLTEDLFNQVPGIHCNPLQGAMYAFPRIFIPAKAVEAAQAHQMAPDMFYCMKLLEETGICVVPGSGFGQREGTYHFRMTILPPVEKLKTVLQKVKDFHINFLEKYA
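Inhibition is scored from Amplex Red fluorescence generated when pyruvate oxidase and HRP act on pyruvate released by GPT2. Reactions contain 10ng/uL enzyme, 250uM a-KG and 2mM L-alanine and run 30 min at room temperature.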
3T3 cytotox – Cytotoxic Profiling in NIH 3T3 Cell Line of Diverse Libraries Using Quantitative High-Throughput Screening | NIH 3T3 viability, CellTiter-Glo ATP luminescence, 48-72 h | Potency, µM (top dose mostly 96.7 µM), inactives show at the top dose activity change, negative = cytotoxicity, hits mostly inhibitors | 4.3% of 94,000 active | AID 1345082, 2018; note: potency is the fitted concentration of half-maximal effect; nearly all actives have a fitted effect of over 55% in size
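Luminescent ATP readout (CellTiter-Glo, 10 min RT) after 48 or 72 hr compound exposure of NIH 3T3 cells seeded at 400 cells/well in 1536-well format; quantitative HTS.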
Luciferase inh – Firefly luciferase inhibition profiling of diverse chemical library using quantitative high-throughput screening. purified P. pyralis luciferase, luminescence, biochemical. Luciferin 4-monooxygenase (Photinus pyralis), P08659. Potency, µM (doses to about 115 µM), without a hit: at the top dose activity change, negative = inhibition, usual class: inhibitors. 2.5% of 76,000 active; note: potency is the fitted concentration of half-maximal effect; nearly all actives have a fitted effect of over 65% in size
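Biochemical qHTS: compound (6-point titration) added to 10uM D-luciferin plus 10uM ATP in Tris acetate pH 7.5 buffer with Mg, Tween-20 and BSA, then purified enzyme at 10nM; light output imaged.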
HEK cytotox – Cytotoxic Profiling in HEK 293 Cell Line of Diverse Libraries Using Quantitative High-Throughput Screening. Potency, µM (top dose mostly 115 µM), for the others: top-dose activity change, negative = cytotoxicity, hits mostly inhibitors. 6.6% of 94,000 active. HEK 293 viability, ATP luminescence (CellTiter-Glo), 48-72 h; note: potency is the fitted concentration of half-maximal effect; nearly all actives have a fitted effect of over 60% in size
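Read-out: CellTiter-Glo ATP luminescence. Cells: HEK 293, 250 cells/well. Exposure: 48 or 72 hr, 37 degree Celsius.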
IP6K1 inhibitor – Primary qHTS assay for small molecule inhibitors of Inositol hexaphosphate kinase 1 (IP6K1); 0.81% of 140,000 active; activity change, % (series mostly up to about 58 µM); IP6K1 kinase, ADP-Glo luminescence, 2 h; active compounds read low; Inositol hexakisphosphate kinase 1 (Homo sapiens), Q92551; in the data active = activity change below about -25%
Target sequence (Q92551 whole entry, looked up): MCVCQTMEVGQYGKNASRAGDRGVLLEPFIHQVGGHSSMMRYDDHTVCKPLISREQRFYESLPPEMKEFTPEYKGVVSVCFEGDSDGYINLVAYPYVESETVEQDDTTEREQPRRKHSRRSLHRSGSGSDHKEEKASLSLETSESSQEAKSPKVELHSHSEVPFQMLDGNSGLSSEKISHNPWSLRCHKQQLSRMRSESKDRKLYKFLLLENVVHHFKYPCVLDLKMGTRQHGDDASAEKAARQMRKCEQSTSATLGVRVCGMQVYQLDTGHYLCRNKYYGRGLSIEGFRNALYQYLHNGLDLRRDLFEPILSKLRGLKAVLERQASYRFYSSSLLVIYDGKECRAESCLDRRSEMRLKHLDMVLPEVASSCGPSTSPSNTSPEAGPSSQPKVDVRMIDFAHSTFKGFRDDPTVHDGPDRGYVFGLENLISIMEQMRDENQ
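ADP-Glo luminescence measures ADP made by human IP6K1 during a 2 h RT reaction with ATP/IP6 (mix at 1.3 mM/130 uM); top library doses 57.5 and 19.1 uM final.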
SNCA expr inhib – Primary qHTS assay for inhibitors of alpha-synuclein gene (SNCA) expression. HEK-293 SNCA-luciferase knock-in, luminescence, 24 h. Potency, µM (top dose mostly 57.2 µM), inactives show top-dose activity change, negative = inhibition, actives largely listed as inhibitors. 0.17% of 140,000 active. AID 1671194, 2021;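 note: potency is the fitted concentration of half-maximal effect; plate controls were DMSO cells for no effect and cell-free wells for full effect; nearly all actives have a fitted effect of over 45% in size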
* hit, by the source's call; i = inactive; ? = inconclusive; / = no result given; & = joins results of further samples; [ ] = remark or other dose. Unless noted, calls come from the whole dose curve; as a rule, active = well fitted curve in the direction sought with a large enough effect; inconclusive = small, poorly fitted or top-dose-only effect, or another doubt; inactive = no such curve, though single readings can be large; an effect the other way counts as inactive or inconclusive. Unless noted, % is set by controls: 0 for no effect and ±100 for the full control effect.

mol,Luciferase inh,GPT2 inhibitor,SNCA expr inhib,HEK293 viab,3T3 cytotox,IP6K1 inhibitor,HEK cytotox
Cc1ccc(CC(=O)N2CCCN(c3cc(-c4ccccc4)[nH]n3)CC2)cc1,-7%,?,?,-15%,?,-7,50µM*
CN1CCN([C@H]2[C@@H]3OC[C@@H](O3)[C@@H](NC(=O)Nc3cccc(C(F)(F)F)c3)[C@@H]2O)CC1,4%[172 µM],i,-7%[87.6 µM],-1%[87.6 µM],4%[174 µM],-1,i
Cc1ccc(NC(=O)NCc2cccn2Cc2ccccc2)cc1F,/,/,-10%,4%,/,9,/
Cc1ccc(C)c(-c2nnc(NC(=O)c3ccc4c(c3)OCCO4)o2)c1,/,/,2%,4%,/,24,/
CC(=O)N[C@H]1C[C@@H](Cc2cc(CC(C)C)on2)C1(C)C,-26%[230 µM],3%[88.5 µM],41%[activator][87.6 µM],4%[87.6 µM],?,7,?
COc1ccc(-c2noc(N3CCC(C(=O)Nc4ccc(OC)c(OC)c4)CC3)n2)cc1,/,/,-17%,-4%,/,55,/
C=CCNC(=O)c1cn2c(n1)CN([S+](C)(=O)[O-])CC2,/,i,-9%[87.6 µM],-3%[87.6 µM],0%[138 µM],5,i
CN1CCN(C(=O)c2ccc3nc(-c4ccncc4)oc3c2)CC1,/,4%[88.5 µM],12%[87.6 µM],12%[87.6 µM],-18%[138 µM],-2,?
O=C1CCN(Cc2ccncc2F)CCCC(c2nc(-c3cccnc3)no2)CCN1 (stereo not given),-4%,i,-9%,-2%,2%,11,?
COc1ccc(-n2nc3n(c2=O)CCN(C(=O)c2ccc(C)cc2)C3)cc1,/,-1%,30%,0%,?,7,-5%
CC(=O)N1CCOc2ccc(CCC(=O)NC(C)Cn3ccc(C)n3)cc2C1 (stereo not given),2%,1%,20µM*,2%[12.5 µM],-8%,17,-9%
O=C(CCc1cccs1)N1CCCC(CO)(CC2CC2)C1 (stereo not given),13%,4%,3%,2%,2%,-6,-2%
COc1ccc(CNc2nc(-c3ccco3)nn2C(=O)c2ccccc2Cl)cc1,/,/,20%,-6%,/,5,/
Cc1cccc(OCC2(CNC(=O)NC(C)C)C[C@@H](O)[C@@H](O)C2)n1 (stereo not given in full),-6%[172 µM],1%[88.5 µM],-8%[87.6 µM],-3%[87.6 µM],i,13,i
CCCNC(=O)c1c(NC(=O)c2ccc(C)cc2)sc2c1CCCCC2,/,/,-20%,-6%,/,-13,/
Cc1cc(F)ccc1NC(=O)CN1C(=O)NC2(CCC(C(C)(C)C)CC2)C1=O (stereo not given),4%,i,3%,3%,40µM*,-15,?
O=S(=O)(NCCc1csc(-c2cccc(F)c2)n1)c1cc(F)ccc1F,/,/,?,13%,/,-6,/
COC(=O)N1CCCc2nc(C)nc(-c3ccc(O)cc3)c2C1,8%[172 µM],2%[88.5 µM],4%[87.6 µM],-9%[87.6 µM],-15%[138 µM],-5,-12%[172 µM]
COCCN1C(=O)CCc2cc(NC(=O)CC(C)C)ccc21,-3%,-5%,-4%,-2%,-5%,9,5%
CCc1nc2c(=O)n(CC(=O)N3CCC(Cc4ccccc4)CC3)nc(C)c2s1,7%,?,-4%,19%,-1%,5,?
COc1ccc(-c2cc(C[C@H]3CNCC[C@H]3CC(=O)NCc3ccc(OC)c(OC)c3)no2)cc1,0%,-8%,-18%,7%,?,14,-29%
CC1CCN(CC2CCCN(C(=O)Nc3ccccc3F)CC2)CC1 (stereo not given),-3%,i,25%,4%,?,-3,?
CC(C)CNc1ncnc2onc(-c3ccc(Cl)cc3)c12,/,/,-14%,-14%,/,-1,/
NC(=O)c1ccc(I)c([N+](=O)[O-])c1,/,5%,-11%,3%,/,/,/
CC(C)c1cc(C(=O)N2CC[C@@H](NC(=O)C3CC3)C2)n[nH]1,/,3%,/,14%,/,-10,/
Cc1ccc(C(NC(=O)Cc2cccs2)C(=O)Nc2ccc(C(C)C)cc2)cc1 (stereo not given),/,/,29%,13%,/,-6,/
Cn1ccnc1C(=O)NC1CCc2nnc(C3CC3)n2CC1 (stereo not given),-1%,i,-23%,-5%,4%,-9,i
Cc1ccc2nc(C3CCN(Cc4cccc(Cl)c4)CC3)[nH]c(=O)c2c1,5%,i,10%&-12%,-2%&7%,-15%,0&-5,-12%
CCCCOC(=O)CSc1nnc(-c2ccccc2)o1,/,/,23%,2%,/,-4,/
CCC1CN(C(=O)N2CCC(C(=O)O)CC2)c2cc(C)ccc2O1 (stereo not given),/,/,10%,7%,/,5,/
O=C(O)CCCC(=O)N1CCN2C(=O)c3cc(Br)ccc3NC(=O)[C@H]2C1,-1%[172 µM],4%[88.5 µM],-12%[87.6 µM],5%[87.6 µM],-5%[174 µM],-4,-11%[172 µM]
N#Cc1ccc(CN2CCCCCNC(=O)[C@@H]3CCC[C@@H]32)cc1,-2%,-23%,-13%,0%,?,-13,79µM*
Oc1ccc(-c2ccc(-c3cc(Nc4cccc(CNC5CC5)c4)n[nH]3)cc2)c(O)c1,/,i,?,?,/,/,/
CN1CCC(N(Cc2ccccc2)[C@@H]2C[C@@H]3CO[C@H](c4ccccc4)C[C@@H]3C2)CC1,/,/,/,/,14µM*,23,?
Cn1c(=O)[nH]c(=O)c2c1nc(N1CCOCC1)n2Cc1ccccc1,/,/,10%,-3%,/,-3,/
O=C(COc1ccc(F)cc1)N1CCC(Oc2ccc(-c3noc(C4CC4)n3)cc2)C1 (stereo not given),-11%,i,5%,-21%,?,-2,?
Cc1ccc(CN2CCC(CNC(=O)c3cnn(-c4ccccc4)c3C3CCN(C(=O)OC(C)(C)C)CC3)CC2)cc1,/,/,4%,5%,/,-8,/
COc1cccc(-c2cc(C(=O)NCc3cccnc3)c3cnn(C)c3n2)c1,/,/,/,/,?,-15,?
CCn1cc(CN2CCCC(c3nc(-c4cnccn4)no3)CCNC(=O)CC2)c(C)n1 (stereo not given),-20%,2%,19%,5%,-28%,11,-26%
COc1ccc2nc(-c3cc(OC)c(OC)c(OC)c3)cc(C(=O)NCC(=O)Nc3ccc(C(C)=O)cc3)c2c1,/,-7%,/,?,/,-6,/
Cc1cccc(NC(=O)C2CCCN(S(=O)(=O)c3ccc(Br)s3)C2)c1 (stereo not given),/,/,-14%,-18%,/,21,/
COc1ccc(N2CCN(C(CNC(=O)C(=O)NCc3ccc(F)cc3)c3cccnc3)CC2)cc1 (stereo not given),/,/,11%,16%,/,38,/
COc1cccc(CNC(=O)C2CCc3nnc(C4CC4)n32)c1 (stereo not given),/,i,9%[87.6 µM],-14%[12.5 µM],-13%[138 µM],17,-23%[172 µM]
CCCc1nnc(C[C@@H]2C[C@@H](C(C)C)[C@H](CN3CC[C@H](NC(C)=O)C3)C=C2C)o1,10%[172 µM],4%[88.5 µM],12%[87.6 µM],-17%[87.6 µM],-14%[138 µM],-9,?
COc1cccc(C(=O)NCC2CCCN(C/C(C)=C/c3ccccc3)C2)c1OC (stereo not given),0%,i,20%,2%,?,3,?
CC1(COCC2CC2)COc2ccc(C(=O)NCc3ccccc3)cc2N1 (stereo not given),-14%[172 µM],-2%[88.5 µM],-3%[87.6 µM],-3%[87.6 µM],?,7,?
Cc1cc(C(=O)NCC(=O)N2CCCCCNC(=O)CC2c2ccccc2)nn1C (stereo not given),1%,i,8%,2%,-11%,-1,0%
CC(C)c1ccc(CN2CCCC3(CCN(c4ncccc4C(N)=O)C3)C2)cc1 (stereo not given),-5%,i,-28%,-15%,?,8,40µM*
O=S(=O)(NCCS(=O)(=O)N1CCN(c2ccccc2F)CC1)c1ccc(Cl)cc1,/,/,-4%,3%,/,29,/
COCCC(=O)N1CCC2(CC1)C(=O)N(C)c1ccccc12,5%,-7%,15%,1%,?,-12,2%
Cc1cc(C)c(CNC(=O)c2cc(-c3ccccc3O)cc3c2OCCN3C(C)C)c(=O)[nH]1,-25%,?,-18%,-5%,?,-7,?
Cc1cc(C)c(Cn2c3ccccc3c3cnn(CC(=O)NCc4ccccn4)c(=O)c32)c(C)c1,/,/,-28%,-5%,/,5,/
CCOC(=O)c1cccnc1SCC(=O)Nc1ccc(C)cc1C,/,/,78%[activator],11%,/,0,/
CN1CCCCCC(O)c2cc(C(=O)N3CCN(Cc4ccccc4)CC3)ccc21 (stereo not given),2%,i,-20%,12%,?,3,56µM*
Cc1cccc(N2CCN(C(=O)c3c(C)oc4nc(C)nc(N5CCCC5)c34)CC2C)c1 (stereo not given),/,/,-16%,-4%,/,-24,/
CCc1nncn1C1CCN(S(=O)(=O)c2cc(F)ccc2OC)C1 (stereo not given),-14%,i,6%,5%,i,7,11%
C[C@@H]1O[C@@H](O[C@H]2[C@H](O[C@H]3[C@H](O[C@H]4CC[C@@]5(CO)C(CC[C@]6(C)C5CC=C5C7CC(C)(C)C[C@@H](O)[C@]7(C)CC[C@]56C)C4(C)C)O[C@H](C(=O)O)[C@@H](O)[C@@H]3O)OC[C@@H](O)[C@@H]2O)[C@H](O)[C@H](O)[C@H]1O (stereo not given in full),/,-7%[17.1 µM],/,-1%[12.5 µM],/,13,/
Cc1nnnn1-c1cccc(C(=O)N2CCCC(O)(CN(C)C)CC2)c1 (stereo not given),6%,2%,19%,-2%,-1%,0,1%

A portion of the library (hit frequency here may not be typical).
